hgDAF-12 ag – activates the H. glycines DAF-12 receptor ligand-binding domain. 370,000 compounds, 1.8% hits. HEK293 GAL4-hgDAF12 UAS-luciferase reporter, agonist luminescence; normalized to butyrate control. activation, % at 6.8 µM;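 active = activation above a cutoff set at the mean of all screened compounds plus 3 SD, cut at about 10% in these data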;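 note: 0% = DMSO wells and 100% = sodium butyrate wells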
PLCb3 inh – inhibitors of human phospholipase C beta3; inhibition, % at 12.2 µM; AID 720704; Purified PLC-beta3, fluorogenic substrate, fluorescence; 370,000 compounds, 0.18% hits; Q01970; in the data active = inhibition above about 11%;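 note: 0% = median of compound wells on plate and 100% = full blocker control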
DAX1 inh-1 – inhibitors of human orphan nuclear receptor DAX1 (NR0B1) | P51843 | HEK293 Gal4-DAX1 luciferase reporter, luminescence | inhibition, % at 6.75 µM | 340,000 compounds, 0.99% hits | AID 504766;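 active = inhibition above the mean over all tested compounds plus 3 SD, cut at about 4.2% in these data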;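 note: 0% = DAX1-transfected cells with DMSO and 100% = empty-vector control cells with DMSO; inhibition shows as a rise in luminescence from relieved DAX1 repression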
Target sequence (P51843 207-470 limits assumed): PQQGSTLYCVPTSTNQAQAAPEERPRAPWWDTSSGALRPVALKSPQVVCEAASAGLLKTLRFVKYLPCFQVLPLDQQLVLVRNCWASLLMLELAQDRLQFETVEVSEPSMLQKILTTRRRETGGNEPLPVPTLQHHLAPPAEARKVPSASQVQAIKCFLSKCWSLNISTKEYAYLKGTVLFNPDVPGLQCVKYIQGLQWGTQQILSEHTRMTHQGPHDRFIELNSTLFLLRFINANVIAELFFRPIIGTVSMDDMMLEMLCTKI
SMARCA2 activ – activators of SMARCA2 function. MG213 cells, MMTV-luciferase reporter, dexamethasone, overnight. activation, % at 9.1 µM. 370,000 compounds, 1% hits. AID 652017; in the data active = activation above about 7.8%;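 note: 0% = vehicle wells and 100% = reference activator wells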
hcDAF-12 act – H. contortus DAF-12 activation, primary screen; activation, % at 6.8 µM; AID 652067; 370,000 compounds, 1.4% hits; HEK293 hcDAF-12 lit1-tk-luc reporter, luminescence; 0% DMSO, 100% Δ7-dafachronic acid;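 active = activation above the mean of all tested compounds plus 3 SD, cut at about 5.5% in these data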;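 note: 100% = response to 3 µM Δ7-dafachronic acid high control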
HGIII-sPLA2 inh – Blocks human group III sPLA2 activity; Q9NZ20; QFRET BODIPY PC-A2 liposome hydrolysis, fluorescence; inhibition, % at 12.2 µM; 370,000 compounds, 0.56% hits; AID 743126;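 active = inhibition above mean plus 3 SD of compounds lying within the high and low control bounds, cut at about 19% in these data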;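 note: 0% = median of test compound wells and 100% = no enzyme DMSO wells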
Target sequence (Q9NZ20 whole entry, looked up): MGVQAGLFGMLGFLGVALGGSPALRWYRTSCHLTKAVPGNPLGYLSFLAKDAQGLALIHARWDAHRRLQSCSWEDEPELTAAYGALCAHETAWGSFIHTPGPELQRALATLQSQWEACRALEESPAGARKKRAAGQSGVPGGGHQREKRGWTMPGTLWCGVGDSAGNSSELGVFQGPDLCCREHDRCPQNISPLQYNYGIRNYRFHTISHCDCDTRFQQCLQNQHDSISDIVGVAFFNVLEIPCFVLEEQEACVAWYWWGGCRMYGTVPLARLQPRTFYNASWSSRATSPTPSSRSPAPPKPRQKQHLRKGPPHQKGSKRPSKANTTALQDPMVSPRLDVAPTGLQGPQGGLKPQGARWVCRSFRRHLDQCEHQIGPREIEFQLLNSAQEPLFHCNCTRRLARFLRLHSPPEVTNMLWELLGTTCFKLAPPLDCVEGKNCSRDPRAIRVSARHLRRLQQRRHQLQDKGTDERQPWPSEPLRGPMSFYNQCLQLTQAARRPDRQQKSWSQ
DAX1 inh-2 – blocks DAX1 repression of SF-1 activated StAR promoter | HEK293T StAR-luciferase reporter, SF-1/DAX-1 repression relief | inhibition, % at 6.8 µM | 370,000 compounds, 1.1% hits | AID 652010;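 active = inhibition above the mean over all tested compounds plus 3 SD, cut at about 3.6% in these data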;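 note: 0% = DAX-1 cells with DMSO and 100% = cells lacking DAX-1 with DMSO; higher inhibition means more luminescence from relief of DAX-1 repression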
Rev-erbA mod – Rev-erb alpha (human) modulation. P20393. activity, % at 10 µM. 370,000 compounds, 0.79% hits. Rev-erbα–FITC-DNA binding, fluorescence polarization, 90 min;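 active = activity above about 14%, limit read from the data; passing the limit was not always enough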;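 note: 0% = DMSO wells with 35 nM protein and 100% = DMSO wells with 750 nM protein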
ssDAF-12 act – activates DAF-12 receptor from parasite S. stercoralis | HEK293 ssDAF-12/GRIP1 lit1-tk-luc reporter, luminescence; % of 3 µM dafachronic acid response | activation, % at 6.8 µM | 370,000 compounds, 1% hits | AID 652126;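 active = activation above the mean over all tested compounds plus 3 SD, cut at about 0.9% in these data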;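 note: 0% = DMSO-only wells and 100% = 3 µM delta7-dafachronic acid wells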
GAA850 FXN act – activators of GAA850 frataxin (FXN) promoter; HEK293 lucGAA850 FXN promoter luciferase reporter, 24 h; percent of 10 µM SAHA response; activation, % at 6 µM; 360,000 compounds, 0.56% hits;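 active = activation above the average of all compounds screened plus 3 SD, cutoff fixed separately per campaign, cut at about 7.5% in these data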;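 note: 0% = DMSO wells and 100% = 10 µM SAHA wells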
PG9 Ab binder – small molecules binding HIV-1 gp120 antibody PG9; TR-FRET gp120-PG9 antibody binding; inhibition, % at 6.7 µM; 360,000 compounds, 0.43% hits; AID 624416; in the data active = inhibition above about 8.5%
Numbers without * were called inactive; x = no result given.

Fields: PG9 Ab binder	Rev-erbA mod	ssDAF-12 act	hgDAF-12 ag	DAX1 inh-1	PLCb3 inh	SMARCA2 activ	DAX1 inh-2	GAA850 FXN act	hcDAF-12 act	HGIII-sPLA2 inh
- CC(=O)c1c(C)[nH]c(C(=O)OCc2ccccc2F)c1C
 : 0.3	9.5	-1.9	4.8	-0.2	-2.8	0.4	0.1	4.7	1.9	0.9
- CCOC(=O)Cc1nc(N2CCN(Cc3cccc4c3OCO4)CC2)c2c(C)c(C(=O)OCC)sc2n1
 : x	4.9	-1.6	3.4	x	-4.4	1.0	-3.1	x	-2.4	-10.3
- CCCC(c1nnnn1C(C)(C)CC)N1CCN(C2CCCC2)CC1 (stereo not drawn)
 : -0.6	-0.6	-0.7	1.5	0.0	1.6	0.7	0.2	2.0	1.0	9.1
- C(=N\N1CCN(c2ccccn2)CC1)/C1=C(N2CCOCC2)C(=C/c2ccccc2)/CC1
 : -0.5	-3.7	-1.1	-3.7	0.5	-2.8	-3.6	-0.1	-1.9	0.9	5.0
- Cc1cccc(NC(=O)CSc2nnc3ccc(-c4cccnc4)nn23)c1
 : 1.6	7.8	-0.2	-0.3	-0.4	-15.6	-4.8	0.3	-1.8	-0.8	1.1
- O=C(CNC(=O)c1ccccc1Cl)N/N=C/c1ccc([N+](=O)[O-])s1
 : -2.0	8.1	-2.1	-6.2	-0.3	-3.5	-1.2	-1.3	1.1	-0.6	4.4
- CN1CCN(C(=O)C(C(=O)c2ccc(F)cc2)n2ccccc2=O)CC1 (stereo not drawn)
 : 2.1	-0.8	-1.9	-2.0	1.2	0.9	-2.5	-0.4	0.5	-1.8	2.3
- CC(C)(C)C(=O)Nc1ccc(N2CCCC2)cc1
 : -0.8	5.1	-1.3	0.7	-0.1	-21.3	0.1	1.0	0.6	0.1	0.8
- COc1cccc(CNCc2cccc(OC)c2O)c1O
 : -0.7	0.8	-1.0	-0.4	0.6	-23.0	0.1	-0.2	0.6	0.2	-0.1
- CCCC(=O)N(c1ccc2oc(C)c(C(C)=O)c2c1)S(=O)(=O)c1ccc(C(=O)O)cc1
 : 1.0	-1.6	-0.3	3.9	-0.6	-2.3	-0.2	0.1	0.2	-0.8	-2.6

For convenience, part of the list above.
Fields: PG9 Ab binder	Rev-erbA mod	ssDAF-12 act	hgDAF-12 ag	DAX1 inh-1	PLCb3 inh	SMARCA2 activ	DAX1 inh-2	GAA850 FXN act	hcDAF-12 act	HGIII-sPLA2 inh
- CC(=O)c1c(C)[nH]c(C(=O)OCc2ccccc2F)c1C
 : 0.3	9.5	-1.9	4.8	-0.2	-2.8	0.4	0.1	4.7	1.9	0.9
- CCOC(=O)Cc1nc(N2CCN(Cc3cccc4c3OCO4)CC2)c2c(C)c(C(=O)OCC)sc2n1
 : x	4.9	-1.6	3.4	x	-4.4	1.0	-3.1	x	-2.4	-10.3

(further entries)
Fields: PG9 Ab binder	Rev-erbA mod	ssDAF-12 act	hgDAF-12 ag	DAX1 inh-1	PLCb3 inh	SMARCA2 activ	DAX1 inh-2	GAA850 FXN act	hcDAF-12 act	HGIII-sPLA2 inh
- O=C1[C@H](Oc2ccccc2)[C@@H](c2ccccc2)N1c1ccncc1
 : 1.5	-4.6	-0.7	-1.6	-1.3	1.5	-3.6	1.9	-3.0	-0.3	-7.6
- O=C(O)c1ccc(-n2nc(C(F)(F)F)c3c2-c2ccoc2CC3)cc1
 : -1.8	-0.1	-1.5	2.6	1.3	-8.4	1.6	2.0	0.5	-0.8	-26.4
- Cc1ccc2[nH]c(=O)c(CN(Cc3ccco3)C(=O)CN3CCCC(C)C3)cc2c1 (stereo not drawn)
 : -1.3	-1.0	-1.5	1.0	-0.2	-6.3	-2.7	-0.2	0.2	0.3	-7.9
- O=C1Nc2ccccc2SC1c1ccccc1 (stereo not drawn)
 : -0.7	1.6	-1.1	0.5	0.3	-2.2	-0.8	-0.3	-1.1	-2.4	-2.3
- CCOc1ccc(CN2CCN(c3ncnc4scc(-c5ccccc5)c34)CC2)cc1
 : -3.6	-2.3	-0.8	0.4	0.4	-0.9	1.9	0.5	-0.4	0.0	4.0
- Cn1c(Cc2ccc3c(c2)OCO3)nnc1SCC(=O)N1CCc2ccccc2C1
 : -1.9	0.6	-1.5	0.0	0.0	-0.6	-1.4	-0.4	-2.0	-0.7	-0.1
- N#Cc1c(NC(=O)Cn2c(=O)oc3ccccc32)oc(-c2ccccc2)c1-c1ccccc1
 : 0.8	-0.7	-0.6	-0.3	-0.2	-68.5	-1.2	-0.4	3.4	-0.4	-23.7
- CCCn1c(SCC(=O)c2cc(OC)ccc2OC)nc2c1c(=O)n(C)c(=O)n2C
 : 1.0	-0.5	-1.8	-2.9	0.6	-2.0	-2.3	0.5	1.5	0.3	11.8
- O=C(O)CCNc1ccc(Cl)cc1
 : -2.1	1.2	-1.3	1.3	-1.4	-4.2	-5.7	1.4	2.1	-0.7	0.0
- NS(=O)(=O)c1ccc(CCNCc2ccccc2OCc2ccc(F)cc2)cc1
 : -0.5	0.3	-1.2	-2.4	-1.5	2.5	-0.4	-1.1	-0.3	-1.4	-16.4

Record cards, as listed above. Order of screens: PG9 Ab binder | Rev-erbA mod | ssDAF-12 act | hgDAF-12 ag | DAX1 inh-1 | PLCb3 inh | SMARCA2 activ | DAX1 inh-2 | GAA850 FXN act | hcDAF-12 act | HGIII-sPLA2 inh
`O=C1Nc2ccccc2SC1c1ccccc1` (stereo not drawn) in the list: -0.7 | 1.6 | -1.1 | 0.5 | 0.3 | -2.2 | -0.8 | -0.3 | -1.1 | -2.4 | -2.3
`O=C(O)CCNc1ccc(Cl)cc1` in the list: -2.1 | 1.2 | -1.3 | 1.3 | -1.4 | -4.2 | -5.7 | 1.4 | 2.1 | -0.7 | 0.0
`O=C1[C@H](Oc2ccccc2)[C@@H](c2ccccc2)N1c1ccncc1` in the list: 1.5 | -4.6 | -0.7 | -1.6 | -1.3 | 1.5 | -3.6 | 1.9 | -3.0 | -0.3 | -7.6
`Cc1ccc2[nH]c(=O)c(CN(Cc3ccco3)C(=O)CN3CCCC(C)C3)cc2c1` (stereo not drawn) in the list: -1.3 | -1.0 | -1.5 | 1.0 | -0.2 | -6.3 | -2.7 | -0.2 | 0.2 | 0.3 | -7.9

Further compounds follow.
Fields: PG9 Ab binder	Rev-erbA mod	ssDAF-12 act	hgDAF-12 ag	DAX1 inh-1	PLCb3 inh	SMARCA2 activ	DAX1 inh-2	GAA850 FXN act	hcDAF-12 act	HGIII-sPLA2 inh
- O=C(CSc1n[nH]c(=O)[nH]c1=O)N/N=C/c1ccccc1O
 : -0.1	-1.6	-1.3	2.9	-0.9	0.7	2.5	-0.2	0.8	0.3	-1.0
- CC(=NC1CC1)c1c(-c2ccccc2)[nH]n(-c2nc3ccccc3s2)c1=O
 : 4.5	-0.7	-1.6	4.0	-0.3	-4.7	0.7	0.6	-1.5	-1.1	6.3
- Cc1cc(C2C(C#N)=C(N)OC3=C2C(=O)CCC3)c(C)s1 (stereo not drawn)
 : -1.3	-4.5	-0.9	-1.1	-0.5	-2.2	-3.4	-0.2	2.2	-1.5	-5.6
- O=C(NC(Cc1ccccc1)C(=O)OCC(=O)N1CCc2ccccc21)c1ccco1 (stereo not drawn)
 : 0.2	8.6	0.4	-0.1	0.2	1.6	2.2	0.2	-1.0	3.2	-4.0
- O=C(NCc1ccc(F)cc1)c1ccc(CS(=O)(=O)Cc2ccccc2F)o1
 : 0.6	1.6	-1.4	-1.0	-1.4	-3.8	-2.3	-1.4	-0.4	-2.2	-5.0
- Cc1ccc(-c2nnc(SCc3nc4ccccc4[nH]3)n2Cc2ccco2)cc1
 : -3.4	2.8	-0.9	3.8	-0.2	-11.3	-1.1	0.0	-3.8	1.1	3.6
- O=C(NCCSCc1ccco1)c1ccc(CN2CCOCC2)cc1
 : -1.6	-3.2	-0.7	3.3	-0.9	4.8	2.5	0.9	0.1	0.2	1.4
- [O-][n+]1c2ccccc2[n+]([O-])c2cc(O)ccc21
 : -52.7	-18.9	-0.5	-2.3	-0.8	-15.4	1.9	-1.0	0.9	2.9	2.1
- COc1cc(S(=O)(=O)NCC(c2ccco2)N2CCCCC2)ccc1NC(C)=O (stereo not drawn)
 : -1.6	-4.6	-0.9	0.0	0.5	-2.3	2.3	0.7	0.5	-0.9	-9.7
- CCC[C@H]1[C@@H](NC(=O)c2ccc(N(C)C)cc2)CC[C@@]23CCCN2C(=O)CCC[C@@H]13
 : x	-5.2	-1.2	4.1	x	-4.6	x	x	x	-1.8	3.7
- COc1ccc(-c2cc(=O)oc3cc(OCC(=O)c4cccc([N+](=O)[O-])c4)ccc23)cc1
 : -3.6	-24.4	-1.0	2.4	x	-54.9	0.3	-0.6	x	0.3	-7.4
- O=C(N/N=C/c1cn(-c2ccccc2)nc1-c1cc2ccccc2o1)c1ccccc1Br
 : -0.5	1.2	0.8	6.9	3.0	-7.2	2.5	2.7	2.9	4.4	18.2
- CCCC(C)NC(=O)C1c2ccccc2Oc2ccccc21 (stereo not drawn)
 : 0.1	-4.8	-0.9	-1.0	-0.2	-3.6	0.1	-0.1	-0.8	-0.2	-1.2
- COc1ccc(-c2nnn(CC(=O)c3ccc4c(c3)OCCO4)n2)cc1OC
 : 1.3	0.9	-1.3	-0.3	-0.7	-6.8	-1.5	-0.4	2.2	-2.2	-34.6
- Cc1c(Cl)cccc1NC(=O)CSc1nnc(CCNC(=O)OC(C)(C)C)o1
 : 0.5	-2.6	-1.4	-0.1	1.2	-0.5	1.9	-0.4	-1.7	0.1	-3.0
- Cc1cc(C)cc(NC(=O)C2COc3ccccc3O2)c1 (stereo not drawn)
 : -0.5	-0.9	-1.1	-0.5	1.0	1.7	1.4	0.0	0.3	2.3	-8.1
- Cc1ccnc(NC(=S)N2CC3CN(c4cccc(C(F)(F)F)c4)CC3C2)c1 (stereo not drawn)
 : x	-5.3	-2.0	1.2	x	1.4	x	x	x	-1.6	6.7
- COc1ccc(-c2nnc(N(C)C(=O)C3CCOC3)s2)cc1 (stereo not drawn)
 : 0.1	-4.6	-0.9	6.3	1.1	0.2	6.0	0.1	2.0	0.1	0.3
- Cc1sc2nc(CSCC(=O)Nc3c(Cl)cccc3Cl)[nH]c(=O)c2c1C
 : 0.8	1.0	-0.4	1.3	-0.5	-31.0	-1.2	-0.5	-0.8	0.2	4.9
- O=C(NNC(=S)Nc1ccccc1)c1cccnc1
 : -3.2	-1.6	-1.2	2.9	0.2	-1.7	8.8*	5.1*	2.0	0.0	8.8
- O=C(O)c1ccc2c3c(cccc13)C(=O)N(OS(=O)(=O)c1ccccc1)C2=O
 : -3.1	-0.4	-0.4	1.2	-0.4	-380.1	-1.1	-0.3	2.8	1.3	12.5
- COc1ccc(CCNC(=O)CCCn2c(=O)c3cccn3c3cccnc32)c(OC)c1OC
 : -2.5	1.4	-0.7	-1.0	0.3	-3.6	-2.2	0.4	2.4	0.6	-0.8

Bioassay records (PubChem)
